Screening data: PubChem BioAssay, National Center for Advancing Translational Sciences (NCATS)
Cycloheximide cs = counter-screen for Shiga toxin inhibitors: cycloheximide protein synthesis inhibition. max response, %. cell reporter, cycloheximide protein synthesis inhibition counterscreen. 300,000 tested, 12% active; in the data active = max response mostly above about 13%, no sharp cut-off; inactive = mostly below about 14%; note: read at 38.3 µM for the half of the compounds with a filed dose; 0% is about no effect
Pf growth 96h = P. falciparum growth inhibition at 96 hour, primary screen for plastid delayed-death inhibitors; Potency, µM (titrated, usually from 28.7 µM), without a hit: at the highest dose activity change, negative = inhibition, hits mostly inhibitors; P. falciparum luciferase reporter growth, 96 h; 320,000 tested, 6.9% active; AID 504834; note: potency is the fitted concentration of half-maximal effect; % is set by controls: 0 for no effect and ±100 for the full control effect
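Two parasite generations (96 h, 37 C, 5% CO2) of compound exposure in infected erythrocytes (0.05% parasitemia, 2% hematocrit). Luciferase-reporter P. falciparum; decreased luminescence indicates inhibited growth, aimed at apicoplast-acting delayed death.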
Pf growth 48h = inhibits P. falciparum growth in the first generation, 48 h; P. falciparum luciferase growth in erythrocytes, 48 h; Potency, µM (series often up to 28.7 µM), for the others: at the highest dose activity change, negative = inhibition, usual class: inhibitors; 310,000 tested, 5.9% active; AID 504832; note: potency is the fitted concentration of half-maximal effect; % is set by controls: 0 for no effect and ±100 for the full control effect
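Luciferase-expressing parasites in RBCs, 2% Hct / 0.1% parasitemia final; RPMI 1640 + 0.5% Albumax; 37 C, 5% CO2, one generation; luminescence read-out, lower signal = inhibition.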
Shiga toxin inh = inhibitors of Shiga toxin in Vero cells; 290,000 tested, 9.2% active; AID 2315; Vero cells, Shiga toxin protein synthesis inhibition reporter; inhibition, % at 38.7 µM; in the data active = inhibition mostly above about 28%, no sharp cut-off; inactive = mostly below about 43%; note: 0% is about no effect
HCV inh = blocks hepatitis C virus; Huh7.5.1 HCVcc-Cre infection, luciferase reporter, 44 h; Potency, µM (series often up to 41.8 µM), inactives show at the highest dose activity change, negative = inhibition, most hits filed as inhibitors; 340,000 tested, 3.4% active; note: potency is the fitted concentration of half-maximal effect; % is set by controls: 0 for no effect and ±100 for the full control effect
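HCVcc-Cre virus at an moi near 0.5 was added right after compound to cells cultured 4 h from seeding (1,000 cells/well). Luciferase activity was determined 44 h later, 15 min after substrate addition at RT.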
Giardia FBPA inh = inhibitors of Giardia lamblia fructose-1,6-bisphosphate aldolase; A8B2U2; purified Giardia FBPA; Potency, µM (series often up to 59.6 µM), for inactives: at the top dose activity, negative = inhibition, most hits filed as inhibitors; 290,000 tested, 0.71% active; AID 2451; note: potency is the fitted concentration of half-maximal effect; % is set by controls: 0 for no effect and ±100 for the full control effect; nearly all actives have a fitted effect of over 55% in size
Target sequence (A8B2U2 whole entry, looked up): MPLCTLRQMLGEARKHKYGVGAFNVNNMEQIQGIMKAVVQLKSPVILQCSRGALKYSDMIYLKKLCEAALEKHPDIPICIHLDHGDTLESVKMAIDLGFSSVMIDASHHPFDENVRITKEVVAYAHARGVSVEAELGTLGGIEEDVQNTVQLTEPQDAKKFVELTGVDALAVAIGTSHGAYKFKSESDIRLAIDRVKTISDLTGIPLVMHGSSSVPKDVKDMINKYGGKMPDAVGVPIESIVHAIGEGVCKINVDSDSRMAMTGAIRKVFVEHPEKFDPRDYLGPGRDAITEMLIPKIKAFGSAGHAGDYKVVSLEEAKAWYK
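40 nM FBPA preincubated 10 min at RT with compound (up to 57.5 uM final), then substrate plus GAPDH/TPI/NAD/arsenate coupling and diaphorase/resazurin added. Fluorescence read after 20 min at RT, 525/598 nm.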
Active calls of the source: *; i = inactive; ? = inconclusive; . = no result given; & = joins results of further samples; [ ] = dose if it differs, or a comment. Unless noted, calls come from the whole dose curve; as a rule, active = well fitted curve in the direction sought with a large enough effect; inconclusive = small, poorly fitted or top-dose-only effect, or another doubt; inactive = no such curve, though single readings can be large; an effect the other way counts as inactive or inconclusive.

no.	Compound	Cycloheximide cs	Pf growth 96h	Pf growth 48h	Shiga toxin inh	HCV inh	Giardia FBPA inh
1	C=CCn1nnnc1SCC(=O)Nc1cccc(OC)c1	2	-9%	27%	18	4%	-3%
2	CCOC(=O)C1=C(C)c2ccccc2OC1(C(=O)OCC)C(C)C (stereo not drawn)	9	.	.	i	3%	-13%[89.2 µM]
3	CCOc1ccc(CCNC(=O)COC(=O)c2cc(OC)c(OC)cc2[N+](=O)[O-])cc1OCC	.	?	15µM*	.	?	.
4	O=S(=O)(c1cccc2cccnc12)N(CCO)CCO	-5	-8%	.	-11	10%	3%
5	COc1ccc(S(=O)(=O)N2CCN(C(=O)c3ccc([N+](=O)[O-])o3)CC2)cc1	-1	?	?	-2	?	-13%
6	CC(=O)c1cccc(NC(=O)C2CCCN(S(=O)(=O)c3cccc4cccnc34)C2)c1 (stereo not drawn)	-3	?	.	-15	-28%	0%
7	CCN(C(=O)COC(=O)c1cc([N+](=O)[O-])ccc1N1CCCCC1)C1CCS(=O)(=O)C1 (stereo not drawn)	-4	30%[activator]	-9%	-22	-3%	-1%
8	O=C(O)c1cc(Cl)c(Cl)cc1C(=O)N(Cc1ccccc1)Cc1ccccc1	-3	9%	12%	.	15%	3%
9	Cc1[nH]c2ccc(OC(F)(F)F)cc2c1CCNCc1cccc([N+](=O)[O-])c1	-2	156%[activator]	1.5µM*	-4	?	?
10	CCCn1cc(CN2CCC(n3nccc3NC(=O)CCOc3ccccc3)CC2)c(C)n1	3	?	2%	-8	7%	3%
11	Cc1ccccc1OCC(=O)OCC(=O)NCC1CCCO1 (stereo not drawn)	-6	-16%	13%	-5	16%	6%
12	COc1ccccc1N(C)S(=O)(=O)c1ccc(C(=O)N(CC(N)=O)C(C)C)cc1	-3	-2%	.	-17	-4%	4%
13	O=C(NC1CC1)c1sc2cc([N+](=O)[O-])ccc2c1Cl	27*	140%[activator]	46%[activator]	18	-5%	0%
14	CCN=C1S/C(=C\c2cn(CC)c3ccccc23)C(=O)N1CC	-2	?	?	14	?	-1%
15	COc1ccc(F)cc1Cn1nc(C(=O)O)c2ccccc2c1=O	-1	31%[activator]	23%	-6	?	-7%
16	COc1ccccc1C(=O)CC(=O)C(=O)Nc1cccc([N+](=O)[O-])c1C	-2	14%	.	13	?	2%
17	c1ccc(-c2nc(CSc3n[nH]c(-c4cccs4)n3)cs2)cc1	11	53%[activator]	5%	-1	2%	-7%
18	Cc1ccc2c(c1)cc(CN(Cc1cccnc1)C(=O)NCc1ccccc1)c1nnnn12	-2	?	-29%	11	-5%	12%
19	CCCN(CCC)CCNC(=S)Nc1ccc2nc3n(c(=O)c2c1)CCCCC3	-2	4%	?	-9	-21%	6%
20	Cc1cccn2c(=O)c3cc(C(=O)NCC4CCCO4)c(=N)n(CC4CCCO4)c3nc12 (stereo not drawn)	-5	-6%	-21%	-9	6%	5%
21	CC(C)OC(=O)Cn1nc(C(F)(F)F)c2c1CCCC2	-1	?	32%[activator]	-3	-5%	-1%
22	CCOc1ccc(NC(=O)[C@@H](NC(=O)c2ccccc2Br)C(C)C)cc1	5	15µM*	.	2	-7%	-4%
23	O=[N+]([O-])c1cc(S(=O)(=O)C(F)(F)F)ccc1N1CCN(c2ccccc2)CC1	-2	?	-1%	-21	-3%	-14%
24	CC(C)CN(C(=O)COC(=O)c1ccc2ccccc2c1)c1c(N)n(Cc2ccccc2)c(=O)[nH]c1=O	.	?	?	.	-3%	.
25	CC(C)NC(=O)COC(=O)c1cncc(Br)c1	2	24%	-3%	-3	0%	1%

4 compounds from above with just Pf growth 96h:
| entry | Compound | Pf growth 96h |
| --- | --- | --- |
| 18 | Cc1ccc2c(c1)cc(CN(Cc1cccnc1)C(=O)NCc1ccccc1)c1nnnn12 | ? |
| 23 | O=[N+]([O-])c1cc(S(=O)(=O)C(F)(F)F)ccc1N1CCN(c2ccccc2)CC1 | ? |
| 25 | CC(C)NC(=O)COC(=O)c1cncc(Br)c1 | 24% |
| 3 | CCOc1ccc(CCNC(=O)COC(=O)c2cc(OC)c(OC)cc2[N+](=O)[O-])cc1OCC | ? |

(more compounds)
no.	Compound	Cycloheximide cs	Pf growth 96h	Pf growth 48h	Shiga toxin inh	HCV inh	Giardia FBPA inh
26	COCCNC(=O)c1ccc2c(c1)ncn2-c1ccc(C)c(Cl)c1	-2	11%	-10%	20	-18%	6%
27	CC(C)(C)SCCNC(=O)COc1ccc(Cl)cc1	11*	?	6%	-6	12%	3%
28	CCn1nccc1C(=O)NC1=C(C#N)CCC1	-2	?	34%[activator]	-1	14%	-1%
29	Cc1cc(NC(=O)NC(C)(C(F)(F)F)C(F)(F)F)no1	-2	9%	18%	-14	-3%	-1%
30	CN(C)C(=S)SCC(=O)NC(=O)NC(C)(C)C	3	23%	8%	19	-4%	2%
31	C=CCn1c(CNC(=O)c2ccco2)nnc1SCC(=O)c1ccccc1	12*	.	39%[5.75 µM]	24	13%	-15%
32	CC(Sc1nnc(-c2cccs2)n1N)C(=O)NCC1CCCO1 (stereo not drawn)	.	-1%	28%	.	3%	.
33	COc1ccc(S(=O)(=O)n2nc(OC(C)=O)cc2N)cc1	0	61%[activator]	32%[activator]	-19	1%	4%
34	CCN(CC)S(=O)(=O)c1ccc(-c2nnc(SCc3nnc(-c4ccccc4)o3)o2)cc1	-6	3.7µM*	0%	-15	-4%	2%
35	Cc1ccc2oc(/N=C(\N)NC(=O)C(C)(C)C)nc2c1	27*	-16%	-88%	32	-69%	4%
36	O=C(NCCNC1CCCCC1)c1ccco1	-7	20%	10%	-3	10%	-11%
37	Cc1ccc(C)c(NC(=O)c2cc(-c3cc(C)c(C)cc3O)n[nH]2)c1	30*	?	6.6µM*	61*	?	2%
38	Cn1c(SCC(=O)N2CCN(c3ccccc3)CC2)nnc1-c1ccccc1	-1	47%[activator]	39%	4	?	9%
39	Cc1cc(C)n(-c2nc3ccccc3nc2N2CCN(S(=O)(=O)c3ccc(F)c(C)c3)CC2)n1	-3	.	?	-17	10%	-3%
40	COc1cc(CC(=O)O)c(C(C)=O)cc1OC	-2	3.7µM*	7%	-11	20%	5%
41	COc1cc2c(cc1O)CCN(C(=O)c1ccco1)C2C (stereo not drawn)	4	-1%	.	-11	0%	-6%
42	Cc1c(/C=N/n2cnnc2)c2ccccc2n1CCOc1ccc(Cl)cc1	-5	139%[activator]	?	-11	?	5%
43	CC(C)CC(CC(C)C)=NNC(=O)c1ccc(CSc2nncn2C)cc1	-1	?	?	16	-3%	-15%
44	COc1cc(O)c(C(=O)/C=C/c2ccccc2)c(OC)c1	34*	?	?	70*	?	8%&2%
45	COc1ccc(/C=C/C(=O)c2cc(F)ccc2OC(=O)c2ccccc2C)cc1OC	-1	-35%	?	-7	-22%	0%
46	COc1ccccc1NC(=S)N1CCC(C(=O)c2ccc(F)cc2)CC1	-4	?	-19%	-16	-14%	2%
47	CC(Oc1cc(F)ccc1[N+](=O)[O-])C(=O)N(C)CC(=O)Nc1ccccc1C(F)(F)F (stereo not drawn)	-1	-6%	-5%	-16	?	3%
48	COc1ccc(C(=O)NCc2nnc(SCC(=O)N3CCc4ccccc43)n2C2CCCCC2)cc1	1	?	?	-3	13%	4%
49	CCC(=O)N1CCc2cc(S(=O)(=O)N(CC)c3cccc(C)c3)ccc21	-4	?	-29%	-20	-12%&16%	1%
50	Cc1ccc(C(=O)CC(Nc2ccc(F)cc2)c2ccccc2)cc1 (stereo not drawn)	1	?	81%[activator]	-1	7%	-4%

Carrying on.
no.	Compound	Cycloheximide cs	Pf growth 96h	Pf growth 48h	Shiga toxin inh	HCV inh	Giardia FBPA inh
51	NC(=O)CSc1ncc(-c2ccc([N+](=O)[O-])cc2)[nH]1	19	13%	35%[activator]	45	-7%	2%
52	c1ccc(CCNc2nc(-c3ccccn3)nc3ccccc23)cc1	2	1.7µM*	1µM*	15	2.8µM*	11%
53	Fc1ccc(NC(=S)Nc2cccc3ccccc23)cc1F	46*	-26%	?	45*	?	?
54	COc1ccc(-c2csc3nc(C(C)C)oc(=O)c23)cc1OC	1	-6%	-6%	14	6%	7%
55	O=C(c1ccc(Cl)cc1)n1c(NCc2ccccc2)n[nH]c1=S	-6	6%	23%	13	1%	3%
56	O=C(CSc1nnc(CN2CCCCCC2=O)n1-c1ccccn1)NCC(F)(F)F	-2	?	24%	-1	23%	5%
57	C=C(C)CSc1nnc(-c2cc(OC)c(OC)c(OC)c2)n1N	11	-24%	10%	-10	-4%	-8%
58	CCn1c(SCC(=O)Nc2nc(-c3ccc(C)cc3)cs2)nnc1-c1ccccc1O	0	-17%	?	-3	6.3µM*	-3%
59	CC(=O)N1c2ccccc2CCc2ccc(N)cc21	2	?	-2%	-3	12%	?
60	Cc1cc(OCc2ccc(F)cc2)nc(-c2ccccc2O)n1	6	21%	-22%	-4	?	10%
61	COc1ccc(C2(C)NC(=O)N(CC(=O)Nc3ccc4[nH]c(=O)[nH]c4c3)C2=O)cc1 (stereo not drawn)	.	9%	4%	.	10%	.
62	CC(C)CC(C)c1cc(N)nc2nc3ccccc3n12 (stereo not drawn)	-3	12µM*	10µM*	25	-14%	4%
63	c1ccc(-c2nc(NCc3ccco3)c3ccccc3n2)cc1	17*	?	?	26	10µM*	-28%
64	Cn1c(SCC(=O)N2CCc3ccccc3C2)nnc1-c1cccs1	-3	39%[activator]	-22%	-16	-1%	-10%
65	CCOc1ccccc1NC(=S)N1CCN(c2cccc(OC)c2)CC1	1	?	-27%	-8	-27%	2%
66	COc1cccc(N2C(=O)C3NN=C(C(=O)CN4C(=O)c5ccccc5C4=O)C3C2=O)c1 (stereo not drawn)	0	18%	-7%	-5	4%	0%
67	NC(=O)OC[C@H](O)COc1ccc(Cl)cc1	.	6%[12.8 µM]	-1%[12.8 µM]	.	.	2%[21.7 µM]
68	Cc1occc1-c1nnc(SCC(=O)NC(=O)NC(C)C)n1N	-1	-1%	3%	-5	24%	-1%
69	C=CCn1c(COc2ccc(CC)cc2)nnc1SCC(=O)NC1CCS(=O)(=O)C1 (stereo not drawn)	2	.	10%	-9	-4%	-1%
70	CC1=[N+](C)N(c2ccccc2)C(=O)C1N=Cc1ccccc1Cl (stereo not drawn)	-3	30%[activator]	-4%	-11	11%	3%
71	Cc1cc(C=C2C(=O)NC(=S)NC2=O)c(C)n1-c1ccc2c(c1)OCO2	39*	?	-3%	24*	3%	-10%
72	C=CCn1c(SCC(=O)NC2CC2)nc2sc(CC)cc2c1=O	1	?	0%	-27	-22%	3%
73	COc1ccc(-n2c(CNC(=O)c3ccc(S(=O)(=O)N4CCCC4)cc3)n[nH]c2=S)cc1	-3	?	3%	1	13%	-3%
74	CCN=C(NCC)SC1CC(=O)N(c2cccc(OC)c2)C1=O (stereo not drawn)	-2	-9%	24%	3	-13%	11%
